High-throughput results from PubChem BioAssay.
Growth percent in the NCI-60 one-dose screen (48 h, 10 µM unless noted): 100 = growth as untreated, 0 = no growth, -100 = all killed.
DU-145: DU-145 prostate cancer | AID 1794760 | 81,000 tested, 4.2% active
U251: U251 CNS tumor cells; 80,000 tested, 5.4% active; AID 1794753
786-0: 786-0 renal cancer cells; 81,000 tested, 5.1% active
TK-10: TK-10 renal cancer cells; 81,000 tested, 3.9% active
SF-539: SF-539 CNS cancer; 81,000 tested, 6.8% active; AID 1794752
PC-3: PC-3 prostate cancer cells; AID 1794754; 80,000 tested, 3.9% active
UO-31: UO-31 renal cancer | AID 1794768 | 81,000 tested, 5.2% active
SN12C: SN12C renal cancer cells; 81,000 tested, 3.8% active
SF-295: SF-295 CNS cancer cells; 79,000 tested, 5.6% active; AID 1794758
An asterisk follows results filed as active; . = not tested or not shown; & = joins results of further samples; [ ] = another dose, or the depositor's remark. How the source made its calls: active means growth percent below 10; inactive means the rest. The order is random; overall some 10% were active at least once.

SMILES	DU-145	U251	786-0	TK-10	SF-539	PC-3	UO-31	SN12C	SF-295
C#CCOc1ccc(/C=N/Nc2nc(-c3cc(Cl)ccc3Cl)cs2)cc1	102	99	107	148	102	87	69	89	90
CN1C(=O)/C(=C/c2nc(-c3ccccc3F)n3ccccc23)c2cc(F)ccc21	109	108	107	146	114	106	72	97	117
COc1ccccc1NC(=O)c1ccccc1C	105	106	87	104	96	105	100	94	90
Cc1cc2nc(SCC(=O)O)[nH]c2cc1C	114	106	104	101	91	91	77	100	104
O=C(Nc1cccc(Br)c1)Oc1cccc2cccnc12	115	21[100 µM]	95	118	97	93	99	99	97
Cc1cccc(-n2ncc3c(=O)[nH]c(-n4nc(C)cc4NC(=O)c4cc5ccccc5o4)nc32)c1	91	100	98	100	107	110	90	101	104
NC1(C(=O)O)CCCCC1	112	107	105	100	100	100	98	104	103
O=C(Nc1ccc(Cl)cc1)Oc1ccc(Cl)cc1C(=O)c1ccccc1	106	.	94	107	102	100	99	99	85
COc1cc2c(c(OC)c1OC)CCC(c1cccc(C(=O)Nc3ccccc3)c1)O2 (stereo not drawn)	92	84	92	95	93	60	59	56	78
CC(C)(Sc1cc(C(C)(C)C)c(O)c(C(C)(C)C)c1)Sc1cc(C(C)(C)C)c(O)c(C(C)(C)C)c1	111	96	89	102	105	97	82	108	101
CCCCCC/C=C\CCCCCCCCOc1ccc(CCOP(=O)(O)OCC[N+](C)(C)C)cc1	98	27	90	23	95	15	83	91	90
CC1(C)N=C(N)N=C(N)N1c1cccc(C#N)c1	47	29	36	62	46	43	78	94	35
Clc1ccc(-n2cnc3c(Cl)ncnc32)cc1Cl	77	78	99	89	104	110	114	100	119
CC(C)C(C(=O)O)N1C(=O)/C(=C\c2ccc(-c3ccc(Cl)cc3)o2)SC1=S (stereo not drawn)	106	97	104	110	94	.	87	95	98
O=C(O)c1ccc(C(=O)O)c(C(=O)c2ccc(NC(=O)c3ccccc3)cc2)c1	119	100	101	103	115	106	104	105	114
CCOC(=O)C1=C(C)NC(SCc2nc(C)c(C)nc2C)N=C1c1ccc(F)cc1 (stereo not drawn)	113	.	104	109	103	92	89	99	97
CCCN(C(C)=O)c1ccccc1	121	106	109	109	105	93	93	108	105
N#CC(C#N)=C1CCCc2sccc21	108	99	107	105	105	105	80	101	107
C=CCOC(=O)/C=C\c1ccccc1OC	120	99	103	98	93	97	99	96	107
COc1cccc2c1C(=O)c1c(OC)cccc1C2=O	110	96	89	97	97	97	83	.	99
O=c1[nH]c(NCc2ccccc2)nc2c3c(sc12)CCCC3	90	87	96	118	96	83	90	98	90
Nc1n[nH]c(-c2cc(Cl)ccc2O)c1-c1ccccc1	106	89	93	106	95	81	62	87	102
Cc1ccc(C(=O)c2sc3nc4c(cc3c2N)CCCC4)cc1	102	85	94	92	89	82	83	98	84
O=C(COc1cccc(/C=C2\CSc3ccccc3C2=O)c1)c1ccc(Cl)cc1	95	-98*	80	-4.5*	51	-40*	-79*	-6.6*	-28*
COc1cc(C2CCc3nc4ccccc4n32)cc(OC)c1OC (stereo not drawn)	107	101	94	90	93	117	82	106	134
CSCCC(NS(=O)(=O)Cc1ccccc1)C(=O)NNc1ccccc1 (stereo not drawn)	96&106	86	92&99	86&93	97&101	75&86	56&73	81&94	81&73
N#C/C(=C\c1cccs1)c1cc2ccccc2[nH]1	99	99	107	85	101	90	71	91	84
COc1ccc(-n2nc(C(=O)NCCCCCC(=O)O)nc2-c2ccccc2)cc1	.	107	100	94	102	100	86	100	100
Fc1ccc(-n2cc(CSc3nnc(Cn4c(C(F)(F)F)nc5ccccc54)o3)nn2)cc1	108	93	103	122	.	96	82	88	99
Cc1cc2c(cc1C)NC1C(=O)C(c3ccccc3Cl)OC1=N2 (stereo not drawn)	110	105	105	132	99	97	.	91	96
Cc1cc(C)nc(N)c1	100	104	102	105	100	88	82	99	88
NS(=O)(=O)c1ccc(NC(=O)c2ccccc2C(=O)O)cc1	131	106	101	118	109	57	101	106	.
CC(=O)NNC(=O)C(N)Cc1ccc(O)cc1 (stereo not drawn)	115	99	106	103	100	105	99	101	103
Cc1ccc(NC(=O)c2nnn(-c3ccccc3)c2-c2ccco2)cc1	104	.	97	90	97	59	91	99	75
COc1ccc(Cc2ncc(-c3ccc(N)cc3)o2)cc1OC	100	96	95	108	93	102	80	98	112
CCOC(=O)COc1ccc(/C=N/NC(=O)Cn2c(C(C)C)nc3ccccc32)cc1OC	115	102	102	126	110	96	79	100	102
COc1cc2oc(-c3ccc(NC(=O)c4ccccc4)cc3)cc(=O)c2c(OC)c1OC	82	90	90	92	82	72	89	84	77
Cc1ccc(-c2csc(NN=C(c3ccccc3)c3ccccc3)n2)cc1	99	87	91	99	97	80	84	98	103
CC(=O)Nc1nc(-c2n[nH]c(=S)n2-c2ccc(Oc3ccccc3)cc2)cs1	110	.	100	119	111	98	71	98	99
COc1cc(N)ccc1C#N	111	96	93	102	102	92	88	.	101
CCOC(=O)C(Cc1ccccc1)(c1ccccc1)c1ccccc1	98	88	90	109	102	67	72	89	77
CC(=O)OCC(C)CCC1OC2CC3C4CCC5CC(OC(C)=O)CCC5(C)C4CCC3(C)C2C1C (stereo not drawn)	106	98	95	97	99	93	89	106	96
CCCCOc1ccc(/C=N/NC(N)=S)cc1	96	90	68	77	79	81	44	68	97
OCCCc1ccccn1	119	108	.	103	109	96	.	96	109
N#Cc1ccc(C(F)(F)F)nc1N1CCC(C(=O)NCc2ccc3c(c2)OCO3)CC1	107	96	93	90	101	86	90	98	94
Cc1ccc(-c2cc3c(cc2O)C2CCCCC2(N2CCOCC2)O3)cc1 (stereo not drawn)	106	99	108	116	105	75	85	93	103
O=C(CCN1CCOCC1)c1ccc([N+](=O)[O-])cc1	124	139	105	102	102	102	82	94	107
O=C(Nc1nc(C(=O)N2CCN(C(c3ccccc3)c3ccccc3)CC2)cs1)c1ccc(NCCc2ccccc2)c([N+](=O)[O-])c1	80[5.5 µM]	84[5.5 µM]	90[5.5 µM]	125[5.5 µM]	94[5.5 µM]	58[5.5 µM]	48[5.5 µM]	77[5.5 µM]	77[5.5 µM]
C/C(=N\Nc1ccccc1C(=O)O)C(=O)O	117	104	106	114	105	91	84	99	105
O=C(O)c1c(CNCc2ccccc2Cl)nc2ccc(Cl)cc2c1-c1ccccc1	114	108	100	133	104	.	73	108	115
CC(CCC(=O)O)C1CCC2C3CCC4CC(O)CCC4(C)C3CC(O)C12C (stereo not drawn)	115	97	113	104	104	93	79	103	120
Cc1ccc(-c2nc(C#N)c(S(=O)(=O)N3CCN(S(C)(=O)=O)CC3)o2)cc1	69	79	-76*	97	40	68	27	78	155
CC1=C(SCC(=O)O)C(=O)c2ccccc2C1=O	110	75	101	111	54	44	49	.	99
O=c1[nH]ncc(Br)c1Br	54	31	72	66	94	66	52	64	102
CC(C(=O)O)c1cccc(Oc2ccccc2)c1 (stereo not drawn)	112	98	106	105	109	69	84	92	91
CCOc1ccc(N2C(=O)C3C4c5ccccc5C(c5ccccc54)C3C2=O)cc1 (stereo not drawn)	115	103	105	112	107	87	90	96	108
CCCC1C(CC)CC(CC)C(O)C1(CC)CO (stereo not drawn)	109	103	99	80	100	100	95	99	104
OCCSCCCCCCCCCCSCCO	111	82	95	77	97	65	78	96	.
CC1=C(C)C(=O)C(Nc2ccc(C(=O)OC(C)(C)C)cc2)=C(Cl)C1=O	110	98	89	92	101	102	97	94	110
C=C(C)[C@@H]1C[C@H](O)Cc2c(C)cc(C)cc2N1	110	104	103	104	100	.	92	104	104
Next part
SMILES	DU-145	U251	786-0	TK-10	SF-539	PC-3	UO-31	SN12C	SF-295
CCNc1nc(N2CC(=O)Nc3cc(OC)ccc32)c2ccccc2n1	-1.1*	8.3*	12	21	-4.8*	6.2*	16	27	-5.2*
O=C(O)c1cccc2c1Cc1cc([N+](=O)[O-])ccc1-2	109	104	108	123	93	110	103	103	115
Sc1ccc(Nc2c3ccccc3nc3ccccc23)cc1	104	.	96	104	96	77	82	96	26
CCCC(=O)OCC1OC(n2cc(C)c(=O)[nH]c2=O)CC1OC(=O)CCC (stereo not drawn)	130	99	94	103	91	92	80	94	107
Cc1ccc(Nc2nc(N)nc(CSCC(=O)NN)n2)cc1	103	93	100	115	95	93	88	95	99
O=C1CC(=Nc2ccc([N+](=O)[O-])cc2)NN1c1c(Cl)cc(Cl)cc1Cl	112	104	99	107	111	93	85	102	103
CCN(CC)c1cccc(OC(=O)Nc2ccc(OC)cc2)c1	119	96	96	120	98	58	88	90	108
Cc1nc2ccccc2n1CC1C(=O)NC(=O)NC1=O	117	99	103	107	100	103	91	104	102
C[N+]1(C)C2CC[C@@H]1CC(OC(=O)C(O)c1ccccc1)C2 (stereo partly drawn)	127	98	104	.	108	100	85	87	104
O=[N+]([O-])c1ccc(-c2nc(-c3ccccc3)c(-c3ccccc3)n2-c2ccccc2)cc1	49	33	57	.	58	-6.1*	-6.1*	44	17
Oc1cccc(-c2nnc(-c3cccc(O)c3)nn2)c1	79	99	97	106	93	72	39	90	88
CC(NC(=O)Oc1cccc2ccccc12)c1ccccc1 (stereo not drawn)	107	91	103	105	98	85	61	97	107
CCOC(=O)c1cc2c([nH]c1=O)-c1cnn(-c3ccc(OC)cc3)c1CC2	105	.	96	105	95	102	96	109	92
CC(C)Cc1ccc(-c2ccn(C(=O)C(C)c3ccc(NS(C)(=O)=O)cc3)n2)cc1 (stereo not drawn)	104	86	90	99	94	86	82	92	91
O=c1oc2c(cc1-c1ccc([N+](=O)[O-])cc1)C(O)Oc1ccccc1-2 (stereo not drawn)	142	98	98	96	94	58	75	98	68

Single records, from the list above. Order of screens: DU-145 | U251 | 786-0 | TK-10 | SF-539 | PC-3 | UO-31 | SN12C | SF-295
O=c1oc2c(cc1-c1ccc([N+](=O)[O-])cc1)C(O)Oc1ccccc1-2 (stereo not drawn) as listed: 142 | 98 | 98 | 96 | 94 | 58 | 75 | 98 | 68
CCNc1nc(N2CC(=O)Nc3cc(OC)ccc32)c2ccccc2n1 as listed: -1.1* | 8.3* | 12 | 21 | -4.8* | 6.2* | 16 | 27 | -5.2*
CC(NC(=O)Oc1cccc2ccccc12)c1ccccc1 (stereo not drawn) as listed: 107 | 91 | 103 | 105 | 98 | 85 | 61 | 97 | 107
Cc1nc2ccccc2n1CC1C(=O)NC(=O)NC1=O as listed: 117 | 99 | 103 | 107 | 100 | 103 | 91 | 104 | 102
CCCC(=O)OCC1OC(n2cc(C)c(=O)[nH]c2=O)CC1OC(=O)CCC (stereo not drawn) as listed: 130 | 99 | 94 | 103 | 91 | 92 | 80 | 94 | 107

Reformatted with two lines to a compound: part of the list above.
Every second line gives: DU-145 | U251 | 786-0 | TK-10 | SF-539 | PC-3 | UO-31 | SN12C | SF-295
O=c1oc2c(cc1-c1ccc([N+](=O)[O-])cc1)C(O)Oc1ccccc1-2 (stereo not drawn)
    142 | 98 | 98 | 96 | 94 | 58 | 75 | 98 | 68
CC(CCC(=O)O)C1CCC2C3CCC4CC(O)CCC4(C)C3CC(O)C12C (stereo not drawn)
    115 | 97 | 113 | 104 | 104 | 93 | 79 | 103 | 120
COc1cc(N)ccc1C#N
    111 | 96 | 93 | 102 | 102 | 92 | 88 | . | 101
O=c1[nH]c(NCc2ccccc2)nc2c3c(sc12)CCCC3
    90 | 87 | 96 | 118 | 96 | 83 | 90 | 98 | 90
CSCCC(NS(=O)(=O)Cc1ccccc1)C(=O)NNc1ccccc1 (stereo not drawn)
    96&106 | 86 | 92&99 | 86&93 | 97&101 | 75&86 | 56&73 | 81&94 | 81&73

Next records:
SMILES	DU-145	U251	786-0	TK-10	SF-539	PC-3	UO-31	SN12C	SF-295
N#CC1=C(N)Oc2n[nH]c(-c3ccccn3)c2C1c1cccs1 (stereo not drawn)	110	95	101	98	92	105	95	103	120
BrCCc1ccc2ccccc2c1	133	105	115	102	105	93	70	98	108
COc1ccc(-c2cc(-c3cccnc3)nc3sc4c(=O)[nH]cnc4c23)cc1OC	98	95	.	106	67	97	79	95	109
O=C(N(c1ccccc1)c1ccccc1)N(c1ccccc1)c1ccccc1	110	94	83	136	101	74	80	97	77
O=C(NCCNc1nccc(-c2c(-c3ccc(F)cc3)nc3sccn23)n1)Nc1cccc(C(F)(F)F)c1	86	54	35	11	79	72	26	62	49
COc1cc([C@H]2OC[C@H]3[C@@H]2CO[C@@H]3c2cc(OC)c(O)c(OC)c2)cc(OC)c1O	102	107	104	.	97	90	87	96	101
c1ccc(COCCN2CCCCC2)cc1	105	103	109	95	104	96	88	104	100
O=S(=O)(Nc1ccc(Cl)nn1)c1ccc(NC(=S)Nc2ccc(S(=O)(=O)Nc3ccc(Cl)nn3)cc2)cc1	116	104	104	109	105	88	82	104	107
COc1ccc(OC)c(N2C(=N)/C(=C3\Nc4ccccc4S3)CC2=O)c1	119	93	101	101	105	.	68	115	120
CCN(CC)Cc1ccc(-c2nn3c(=O)c(Cl)c(C)nc3s2)cc1	112	92	120	122	97	82	90	109	99
CC1=CSC2=NC3C(NN12)N(C)C(=O)N3C (stereo not drawn)	114	105	104	133	101	97	89	102	116
Cc1ccc(-c2nc3cc4nc5ccccc5nc4cc3n2CC(=O)NN)cc1	110	110	102	103	101	104	89	104	104
CN(Cc1cnc2nc(N)nc(N)c2n1)c1c(Cl)cc(C(=O)NC(CCC(=O)O)C(=O)O)cc1Br (stereo not drawn)	27	51	16	50	15	65	39	25	44
FC(F)(F)c1cccc(N(c2nc(Cl)nc(Cl)n2)c2nc(Cl)nc(Cl)n2)c1	116	97	102	114	107	101	83	99	53
N#Cc1ccccc1/C=N/NC1=NCCN1S(=O)(=O)c1ccccc1	108	98	98	102	99	90	89	101	100
CCCCCCCCCCCC(=O)OC(C)C(=O)Nc1ccccc1 (stereo not drawn)	106	98	95	95	99	90	78	93	86
